Pf apPOL inh: Pf-apPOL DNA polymerase inhibition; Recombinant Pf-apPOL, molecular beacon fluorescence, 1.5 h; inhibition, % at 10 µM; 0.25% of 210,000 active
mHTT CaM bind: mHTT-calmodulin interaction abrogation; P42858; AlphaScreen His-mHTT/GST-CaM binding, luminescence; inhibition, % at 15 µM; 3.6% of 190,000 active; AID 1671202;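 note: 0% = both proteins with DMSO and 100% = one protein alone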
Starred values were filed as active, the others as inactive; . = not tested or not shown; & = joins results of further samples. Cut-off read from the data, not from the text of the source: active = inhibition above about 50%; inactive = the rest. An unsorted share of the library; overall some 3.5% were active at least once.

canonical_smiles	Pf apPOL inh	mHTT CaM bind
CC(C)n1c(C2CCN(S(=O)(=O)c3ccccc3)C2)nc2ccncc21 (stereo not drawn)	-9.3	0.2
COc1ccc(OC)c(/C=C2/N=C(c3cc(C)ccc3[N+](=O)[O-])OC2=O)c1	-11.2	4.0
O=C(Nc1ccc2c(c1)OCCO2)c1ccc(Oc2ccccc2)cc1	9.5	3.8
CNC(=O)c1ccccc1Sc1ccc([N+](=O)[O-])cc1C(=O)NC	-2.4	.
COc1ccccc1C1C2=C(CCCC2=O)Nc2ncnn21 (stereo not drawn)	4.2	-4.0
CCNC(=O)c1c(-c2cccnc2)noc1C	-2.3	-2.1
O=C(C1CCCCN1S(=O)(=O)c1ccc(Cl)s1)N1CCc2ccccc2C1 (stereo not drawn)	-5.2	13.9
COc1ccc(NC(=O)C2CCN(c3cncnc3N3CCCCC3)CC2)cc1	1.6	5.3
CC(SCc1ccccc1)C(=O)Nc1ccc(Cl)cc1 (stereo not drawn)	-3.2	-33.9
CCN(CC)CCCNC(=O)c1c(O)c2cccc3c2n(c1=O)CC3	-1.0	2.0
CCCc1c(C(=O)Nc2nc(-c3ccc(C)c(Cl)c3)c(C)s2)cnn1-c1ccccc1	-8.6	.
O=[N+]([O-])c1cccc(CN2CCN(CCO)CC2)c1	1.3	2.0
NC(=NOC(=O)c1ccccc1)c1ccn[nH]1	1.5	.
O=C1NC(=O)C(=Cc2ccc(C(=O)Nc3ccc(C(=O)O)cc3)cc2)S1	-2.5	-8.3
CS(=O)(=O)N1CCN(c2ccc([N+](=O)[O-])c(N3CCN(Cc4ccccc4)CC3)c2)CC1	-8.2	4.0
COc1ncccc1CNC(=O)c1ccc2nc[nH]c2c1	2.2	-0.7
O=C(Cc1cc(-c2ccc3c(c2)OCCO3)on1)N1CCN(c2ccccc2F)CC1	5.4	-0.9
CC(=O)C1=C(C)NC(SCC(=O)c2cccc(Cl)c2)=C(C#N)C1c1sccc1C (stereo not drawn)	100.1*	-47.8
COc1ccc(NC(=O)c2cc3cc4ccc(OC)cc4nc3s2)c(OC)c1	-5.8	5.0
CC(=O)c1ccc(S(=O)(=O)N2CCC(CN3CCCC(C)C3)CC2)cc1 (stereo not drawn)	-4.1	2.2
CCCSc1nnc2c(n1)OC(c1ccc(OC)c(O)c1)Nc1ccccc1-2 (stereo not drawn)	-2.2	9.0
O=C(COc1ccc(Cl)cc1Cl)Nc1cccc(Cl)c1Cl	-3.6	0.3
CCC(=O)N1CCC(COc2ccc(C(=O)N3CCOCC3)cc2)CC1	-3.4	1.7
O=C(O)C1OCCc2ccccc21 (stereo not drawn)	-0.4	1.3
O=C(Nc1ccc(S(=O)(=O)N2CCCCC2)cc1)C1CC1	0.8	1.7
CC1=C(C#N)C(c2cccnc2)C2=C(CC(C)(C)CC2=O)N1 (stereo not drawn)	0.0	0.0
NC(=O)c1sc2nccc(Nc3ccccc3)c2c1N	-3.1	17.0
O=C(NC1CCCC1)N1CC(C(=O)N2CCCCC2)C2(CCOCC2)C1 (stereo not drawn)	-5.5	-3.6
COc1ccc2c(c1)C1=NN(C(C)=O)C(c3cccc(F)c3)C1CC2 (stereo not drawn)	1.4	-6.0
CCNC(=O)c1cc(=O)[nH]c2ccc(F)cc12	-3.2	-4.2
O=C(NNc1c(Cl)cncc1Cl)C(c1ccccc1)c1ccccc1	1.6	.
O=C(Nc1cc([N+](=O)[O-])ccc1C(=O)Nc1cccnc1)c1ccccc1	-1.1&-2.2	4.0&9.4
CC(C)Cn1c(C2CCN(C(=O)c3c[nH]c4ccccc34)C2)nc2ccncc21 (stereo not drawn)	-3.5	22.9
COc1cc(NC(=O)c2ccc3c(c2)OCO3)c2ncccc2c1	2.8	-6.1
COCCCNC(=O)C1CCc2sc(C(=O)N(C)C)cc2C1 (stereo not drawn)	0.8	4.3
Cc1ccnc(Nc2nc(-c3sc(N)nc3C)cs2)c1	-5.4	65.5*
Cc1cc(C)cc(N2CC(C(=O)N(C)Cc3ccccc3)CC2=O)c1 (stereo not drawn)	-2.9	3.6
CC(C)c1nn(-c2ccc(Cl)c(Cl)c2)c(C(C)C)c1C(=O)N1CCOCC1	-1.7	67.2*
C=CCn1nc2c(C)c(C)nc(CC)n2c1=O	-0.9	-6.2
CS(=O)(=O)NC(c1ccccc1)c1ccccc1	3.4	-13.1&-2.2
CCc1ccc(NC(=O)N2CCn3cccc3C2Cc2ccccc2)cc1 (stereo not drawn)	-1.9	18.0
CC(C)Oc1ccc(NC(=O)COc2cccc(Cl)c2)cc1	3.9	-29.4
O=C(NCCc1c[nH]c2ccc(OCc3ccccc3)cc12)C1CC1	-8.0	16.3
COc1ccc(C(=O)NCc2nnc3n2CCCC3)c(OC)n1	-0.4	-7.3
CSc1oc(-c2ccco2)nc1S(=O)(=O)c1ccc(C)cc1	-5.9	13.0
CN(C)c1ccc(C(CNC(=O)C23CC4CC(CC(C4)C2)C3)N(C)C)cc1 (stereo not drawn)	3.9	24.1
COc1ccc(CCS(=O)(=O)NCc2ccsc2)cc1	-5.6	-7.2
CC1(C)CC(=O)C2=C(C1)Nc1ccccc1NC2c1ccc(Cl)c(Cl)c1 (stereo not drawn)	0.4&-1.9	66.0*
O=C1OC(c2ccc(Cl)cc2Cl)=N/C1=C\c1ccco1	-9.8	4.0
COc1ccc(C(=O)N2CCC3(CC2)NC(=O)N(Cc2ccc(Cl)cc2)C3=O)cc1F	0.8	25.7
O=C(NC1CCCC1)c1cnn2c(C(F)(F)F)cc(-c3ccccc3)nc12	-18.2	15.0
O=C(NC1CCCCCCC1)c1nc(-c2ccc(N3CCCC3)cc2)no1	0.1	-12.8
COc1ccc(C2Nc3ccccc3NC3=C2C(=O)NC3)cc1 (stereo not drawn)	1.1&3.6	1.0&13.1
CC(C)NC(=O)C1CC(=O)N(CCc2c[nH]c3ccc(Cl)cc23)C1 (stereo not drawn)	3.2	37.5
CC(C)c1ccc(S(=O)(=O)n2nnc3ccccc32)cc1	-1.8	3.0
CC(C)NC(=O)N1CCc2c(c(-c3nc(Cc4ccccc4)no3)nn2C)C1	-2.9	12.9
COc1cc(C)c(C)cc1S(=O)(=O)NCCN1CCOCC1	-9.4	0.6
Cc1cccc(C2CCCN2C(=O)NC2CCCCC2)c1 (stereo not drawn)	5.1	-5.7
CCC[C@H]1[C@@H](OC(=O)NC2CCCCC2)CC[C@@]23CCCN2C(=O)CCC[C@@H]13	-4.3	1.7
CCOc1ccc(CC(=O)OCn2nnc3ccccc3c2=O)cc1	9.0	-13.4

Further records follow:
canonical_smiles	Pf apPOL inh	mHTT CaM bind
CCC(C)NC(=O)c1nc2cc(C)c(C)cc2n(C)c1=O (stereo not drawn)	1.5	2.5
CCN1C(=O)Cc2ccccc2C1C(=O)NCc1ccc(F)cc1Cl (stereo not drawn)	-0.6	2.0
O=C(Nc1cccc(Cl)c1)N1CCCC1	-8.1	-5.6
Cc1nc(C(=O)Nc2cccc(C(F)(F)F)c2)c(C)o1	4.0	-15.6
CCCOc1ccc(C2=NNC(=O)CC2)cc1	-10.6	4.1
O=C(O)c1cnn2c1NC(c1ccc(Br)cc1)CC2C(F)(F)F (stereo not drawn)	0.9	3.0
CCN1c2cc(C(=O)NCc3ccc(Br)cc3)ccc2C(=O)N2CCCCC21 (stereo not drawn)	-5.4	-42.3
Cc1ccc(-c2nn(CCC#N)cc2C=O)o1	-4.9	-3.1
Cc1ccc(S(C)(=O)=NS(=O)(=O)c2cccc3nsnc23)cc1 (stereo not drawn)	-3.2	.
CCc1ccccc1NC(=O)C1c2cc(OC)c(OC)cc2C(=O)N2CCc3ccccc3C12 (stereo not drawn)	-2.5	63.0*
Cn1c(C2CCN(C(=O)c3c(F)cccc3Cl)C2)nc2ccncc21 (stereo not drawn)	1.1	2.0
COc1ccc(-c2ccccc2)cc1Br	-4.7	.
CCc1ccc(-c2noc(CN3C(=O)COc4cc(Cl)ccc43)n2)cc1	-0.1	-11.2
C[C@H](CO)NS(=O)(=O)c1cc(Cl)ccc1F	-5.0	-2.1
CCC1C[N+]2(C)CCC34C(=C(C=O)C1CC32)Nc1ccccc14 (stereo not drawn)	.	-2.9
CC(C)S(=O)(=O)c1cnc(N2CCCC2)nc1N	-1.5&-0.6	.
O=C(c1ccsc1)N1CCC(Cn2c(COc3ccccc3)nc3ccccc32)CC1	-14.7	6.8
CCCCCCCCCCCC1SCC(C(=O)O)N1C(C)=O (stereo not drawn)	33.8	.
CC1CCCCC1NC(=O)c1cccn2c(=O)c3sccc3nc12 (stereo not drawn)	-7.3	3.0
O=C(C1CCCCC1)N1CCCC2(CC(c3ccncc3)=CO2)C1 (stereo not drawn)	-5.9	-9.1
COc1cccc(OC)c1C(=O)Nc1ccc(C)cc1Br	5.0	-2.5
C(C=Cc1ccn[nH]1)=Cc1ccccc1	-9.9	.
Cc1ccc(-n2nnnc2CNC(=O)c2cc(Br)ccc2Cl)cc1	-0.1	0.3
O=C(NCC1COC2(CCCC2)O1)c1cccc([N+](=O)[O-])c1 (stereo not drawn)	-4.3	-3.6
Cc1noc(-c2ccc3c(c2)OCO3)c1C(=O)NCc1cccc(Cl)c1	-2.6	-1.8
O=C(NCc1ccco1)Nc1ccc2nc(-c3ccco3)c(-c3ccco3)nc2c1	-2.2	95.6*
Cc1cc(C(=O)Nc2ccc(F)c(F)c2)nc2ccnn12	1.0	-9.0
Cc1cc(C)cc(OCCNS(=O)(=O)c2ccc3c(c2)OCCO3)c1	-1.3	-16.6
COc1cc(C2C(C#N)=C(N)Oc3n[nH]c(-c4ccncc4)c32)ccc1OCC(N)=O (stereo not drawn)	-0.5	1.0
Cc1ccc(CNC(=O)CCc2ccc3cc[nH]c3c2)o1	-1.4	19.8
O=C(NNc1cc(Cl)ccc1Cl)C1CCCS1 (stereo not drawn)	-15.1	.
O=C(c1ccc(-c2ccccc2)cc1)N1CCN(C2CCCC2)CC1	-2.5	7.5
COc1cc2c(cc1OC)C(C(=O)NC1CCCCC1)C(c1cccnc1)N(C)C2=O (stereo not drawn)	-6.6	-1.0
CCNc1cc(N2CCCC(CCC(=O)NCc3cccs3)C2)ncn1 (stereo not drawn)	-0.8	-1.1
CC(=O)c1ccc(Cc2c(O)[nH]c(=O)[nH]c2=O)cc1	-4.2	5.8
Cc1ccc(C(=O)NC(C)C)c(C2CCN(Cc3cccc(Cl)c3)CC2)n1	-6.7	20.6
COC(=O)c1ccc(NC(=O)c2n[nH]c3ccccc23)cc1	-0.8	-17.9
O=S(=O)(CCCOc1ccc(F)cc1)NC1CC1	2.3	-5.2
Cc1nc(-c2ccc(F)cc2)sc1C(=O)N1CCC(C(C)C(=O)N2CCCC2)CC1 (stereo not drawn)	-3.8	9.6
COc1ccc(-c2ncc3c(n2)CCN(C(=O)c2ccccc2C(F)(F)F)C3)cc1	1.9	2.8
N#CC1=C(SCC(=O)Nc2ccc(Cl)c(Cl)c2)NC(=O)CC1c1cccs1 (stereo not drawn)	-16.0	5.0
Cn1ncc(N2CCCC(C(=O)N3CCN(C4CCCCC4)CC3)C2)cc1=O (stereo not drawn)	-3.6	0.1
COc1ccc([N+](=O)[O-])cc1C1=N/C(=C/c2cc(OC)c(OC)c(OC)c2)C(=O)O1	-4.2	-4.0
CC1CCN(S(=O)(=O)N2CCCC(C(=O)NCc3ccccc3)C2)CC1 (stereo not drawn)	-13.3	-9.0
CCc1nnc(SCC2=CC(=O)N3C=CC=CC3N2)nc1CC (stereo not drawn)	-2.2	0.0
CCC[C@H]1[C@@H](NS(=O)(=O)c2ccccc2[N+](=O)[O-])CC[C@@]23CCCN2C(=O)CCC[C@@H]13	-3.8	-5.0
COc1ccccc1NC(=O)CN1C(=O)NC2(CCCCC2)C1=O	-2.5	-0.2
CCn1c(C2CCN(S(=O)(=O)c3ccc(F)cc3F)C2)nc2cccnc21 (stereo not drawn)	-4.3	0.4
CCN(CC)c1ccc2cc(C(=O)Nc3cccc(C(F)(F)F)c3)c(=O)oc2c1	-4.8	-5.0
CCCNC(=O)c1cc(-c2cccc(C)c2)on1	-1.4	-7.2
CC1CCN(C(=O)c2ccc(OCC3CCN(C(=O)c4ccccc4F)CC3)cc2)CC1	-4.9	6.0
COc1cc2c(cc1OC)C(C)N(C(=O)c1ccc(Br)cc1)CC2 (stereo not drawn)	12.0	7.0
Cc1ccc(C2CC(c3cccc(Br)c3)n3ncnc3N2)cc1 (stereo not drawn)	0.8	2.5
O=C(O)CCN1C(=O)C2C3C=CC(C2C1=O)C1C(=O)N(CCC(=O)O)C(=O)C31 (stereo not drawn)	-0.9	-1.6
CCOC(=O)N1CCC2(CC1)N=C(c1ccc3c(c1)OCO3)CC(c1ccccc1O)N2 (stereo not drawn)	5.9	21.0
O=C(Nc1ccc(F)cc1F)N1CCCC1c1ccc(Cl)cc1 (stereo not drawn)	-3.4	-19.6
COc1ccc(C(=O)Nc2ccc(Br)cc2F)cc1Cl	-2.0	-5.0
COc1ccc(NC(=O)C2CCc3sc(C(=O)N4CCOCC4)cc3C2)cc1Cl (stereo not drawn)	2.1	21.2

Part of the list above, with values under each structure.
The line under a structure holds: Pf apPOL inh, mHTT CaM bind
> CCN(CC)c1ccc2cc(C(=O)Nc3cccc(C(F)(F)F)c3)c(=O)oc2c1
→ -4.8, -5.0
> CCCNC(=O)c1cc(-c2cccc(C)c2)on1
→ -1.4, -7.2
> CC1CCN(C(=O)c2ccc(OCC3CCN(C(=O)c4ccccc4F)CC3)cc2)CC1
→ -4.9, 6.0
> COc1cc2c(cc1OC)C(C)N(C(=O)c1ccc(Br)cc1)CC2 (stereo not drawn)
→ 12.0, 7.0

Screening results as filed in PubChem.
